Compound activity: PubChem, several laboratories
M17LAP inhibition = P. falciparum M17LAP inhibitors, primary screen, biochemical, fluorogenic H-Leu-NHMec substrate, 1536-well (AID 1619); recombinant M17LAP, H-Leu-NHMec fluorogenic kinetic assay; higher % means a stronger effect; inhibition, % at 30 µM; hits with a dose series show IC50 in µM; hit rate 0.38% among 220,000;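 active = compound inhibiting the enzyme by more than half at any dose during confirmatory dose-response retesting; inconclusive = strong single-dose inhibitors picked by rank but not retested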;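 note: plate controls were full reaction with DMSO carrier for no effect and no enzyme background for full effect; strong numbers were not always called active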
PMI inhibition = human PMI inhibitors, high substrate, primary screen, biochemical, fluorescence intensity, high mannose 6-phosphate (AID 1220). inhibition, % at 20 µM; hits with a dose series show IC50 in µM. recombinant PMI enzyme, coupled fluorescence intensity; higher % means a stronger effect. hit rate 0.66% among 190,000
TNAP activators = human TNAP enzyme activators, primary screen, biochemical, luminescent, no phosphate acceptor, uHTS (AID 1001) | purified TNAP, luminescent activation assay, no phosphate acceptor; higher activation fold means a stronger effect | one-dose activation fold at 20 µM; EC50 in µM for titrated hits | hit rate 0.03% among 200,000; in the data active = activation fold from about 3, or a potency from the dose series; inactive = the rest, 99 in 100 with activation fold below about 1.6; note: many of its hits are not listed in these tables
CSM14.1 death rescue = rescue of cells from ER stress-induced death, primary screen, 384-well, CSM14.1, thapsigargin, ATP luminescence (AID 1222) | 190,000 tested, under 10 active | CSM14.1 thapsigargin-induced death rescue, ATP luminescence; higher % means a stronger effect | cellular ATP content (survival), % at 20 µM; hits with a dose series show EC50 in µM;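 active = EC50 below 50 µM in the dose-response confirmation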;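 note: death triggered by thapsigargin at about 15 µM added after 2 h compound pretreatment; cell ATP read after overnight thapsigargin exposure of roughly 18 to 22 hours; normalized against plate controls of thapsigargin alone and 5% DMSO vehicle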
Myeloid diff MLP = promotes myeloid progenitor differentiation | ER-HoxA9 myeloid progenitors, lysozyme-GFP differentiation, flow cytometry | calls only at 10 µM | hit rate 1% among 360,000;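 active = normalized GFP-positive differentiation at or above the plate's own cutoff, the solvent-only control mean plus 3 SD; inconclusive = no clear call, values can overlap the other calls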;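 note: cells exposed to compound for four days before flow analysis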
XIAP displacement = XIAP antagonists, biochemical, IAP family, fluorescence polarization (AID 1018); XIAP BIR domain, fluorescence polarization peptide displacement; higher % means a stronger effect; hit rate 0.007% among 200,000; displacement, % at 20 µM, or IC50 in µM where a hit was titrated; in the data active = displacement above about 50%; note: a part of the inactive calls stands beside numbers as strong as those of hits
human PMI inhibition = inhibitors of human PMI, primary screen, biochemical, fluorescence intensity, coupled assay (AID 1209); hit rate 0.42% among 190,000; inhibition, % at 20 µM, or IC50 in µM where a hit was titrated; purified PMI enzyme, coupled fluorescence intensity; higher % means a stronger effect;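 note: plate controls were DMSO vehicle for no effect and wells lacking substrate for full effect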
P. falciparum M1AAP = P. falciparum M1AAP inhibitors, biochemical, fluorogenic H-Leu-NHMec substrate, 1536-well (AID 1445); recombinant M1AAP, H-Leu-NHMec fluorogenic kinetic assay; higher % means a stronger effect; inhibition, % at 30 µM, or IC50 in µM where a hit was titrated; hit rate 0.42% among 220,000;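 active = primary inhibition above the hit cutoff, then over 50% inhibition at one or more dose response concentrations, cut at about 23% in these data, passing the limit was not always enough; inconclusive = conflicting primary data, or primary hits not chosen for dose response; inactive = low primary inhibition, or under 50% at every dose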;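 note: plate controls were DMSO full reaction for no effect and no enzyme background for full effect; strong numbers were not always called active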
LYP inhibition = inhibitors of LYP phosphatase, biochemical, fluorescence intensity, uHTS (AID 1779); recombinant LYP phosphatase, fluorescence intensity; higher % means a stronger effect; inhibition, % at 11.5 µM, or IC50 in µM where a hit was titrated; hit rate 0.054% among 290,000;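 note: plate controls were vehicle with enzyme for no effect and no enzyme for full effect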
Myeloid diff MLP GFP+ MAC1+ % = further read-out of Myeloid diff MLP, marked with its call; GFP+ MAC1+ double positive, %; measured here: differentiation confirmed by MAC1 staining
The depositor's hits bear a star; i = inactive; ? = inconclusive; / = no result given. Cut-off read from the data, not from the text of the source, unless noted: active = inhibition above about 50%; inactive = the rest.

1: COc1ccc(NC(=O)CS(=O)CC(=O)NCc2cccc(C(F)(F)F)c2)cc1 (stereo not drawn)
2: N/C(=N\OC(=O)c1cccc2ccccc12)c1cccc([N+](=O)[O-])c1
3: Cc1csc(SCC(=O)Nc2ccccc2[N+](=O)[O-])n1
4: COc1ccc(-c2[nH]c(-c3cccc(OC)c3)nc2SCC(=O)NCc2ccco2)cc1
5: O=C(NC(=S)Nc1ccc(CN2CCCCC2)cc1)c1cccc(OCc2ccccc2)c1
6: Cc1ccc(Cn2c(SCC(=O)N3CC(=O)Nc4ccccc43)nc3ccccc3c2=O)cc1
7: N#CC1=C(Nc2ccccc2)SC=C(c2ccc(Br)cc2)N=C1N1CCOCC1
8: Nc1c(Cl)ncnc1N/N=C/c1ccc2ccccc2n1
9: O=C(Nn1c(-c2ccc(Br)cc2)nc2ccccc2c1=O)c1ccc([N+](=O)[O-])cc1
10: COc1ccc(/C=C2\Sc3ccc(C(=O)NCc4cccnc4)cc3N(C)C2=O)cc1OC
Screen / compound no.,1,2,3,4,5,6,7,8,9,10
M17LAP inhibition,-10%,-10%,2%,4%,5%,-9%,-4%,-4%,-16%,5%
PMI inhibition,9%,1%,20%,8%,4%,0%,3%,-70%,5%,-2%
TNAP activators,1,1.1,1.1,1.2,1.1,1.1,1,1.2,1.2,0.9
CSM14.1 death rescue,1.7%,-1.8%,0.5%,/,-0.9%,-1.9%,-0.7%,3.0%,-0.5%,-0.9%
Myeloid diff MLP,i,i,i,i,i,i,i,?,i,i
Myeloid diff MLP GFP+ MAC1+ %,5.2,0.4,0.3,2.4,0.2,0.8,0.6,/,0.2,0.7
XIAP displacement,-2.7%,-3.5%,-3.0%,-5.8%,-1.7%,-9.1%,-3.4%,-4.8%,-6.8%,-5.6%
human PMI inhibition,6%,5%,-3%,12%,6%,13%,5%,-49%,11%,0%
P. falciparum M1AAP,-5%,-2%,3%,25%*,8%,7%,2%,-11%,9%,6%
LYP inhibition,-5%,-2%,-2%,-1%,-6%,6%,-6%,-4%,0%,-4%

11: COc1ccc(CCN(Cc2cc3ccc(C)cc3[nH]c2=O)C(C)=O)cc1OC
12: O=C(Cn1cnc2ccccc21)Nc1ccc(SC(F)F)cc1
13: CC(=O)Nc1ccc(S(=O)(=O)N(CCCN2CCOCC2)Cc2cccs2)cc1
14: O=C1c2ccsc2SCCN1Cc1cccc(Cl)c1
15: Cc1oc(-c2ccc(-c3ccccc3)cc2)nc1CN(C)C1CCOC1 (stereo not drawn)
16: [O-][n+]1onc2c1CCc1nnc(-c3ccccc3)cc1-2
17: CCOC(=O)Cn1c(=NC(=O)c2ccc([N+](=O)[O-])s2)sc2ccccc21
18: CC1(C)CC(=O)C(C2C3=C(CC(C)(C)CC3=O)Oc3ccc4ccccc4c32)C(=O)C1 (stereo not drawn)
19: O=C(CCN1C(=O)/C(=C/c2cccs2)SC1=S)Nc1ccccn1
20: CC1CCc2c(sc(NC(=O)CSc3nc4c(c(C(F)(F)F)n3)CCc3ccccc3-4)c2C(N)=O)C1 (stereo not drawn)
Screen / compound no.,11,12,13,14,15,16,17,18,19,20
M17LAP inhibition,6%,9%,-5%,-2%,0%,-1%,-15%,26%,-1%,-1%
PMI inhibition,/,16%,4%,11%,-17%,0%,-24%,9%,-2%,0%
TNAP activators,/,1.1,1.1,1.1,1.1,1.1,1.2,1.1,1,1
CSM14.1 death rescue,/,0.7%,-1.2%,0.5%,-1.3%,/,0.2%,2.3%,-1.4%,-2.8%
Myeloid diff MLP,i,i,i,i,i,i,i,i,i,i
Myeloid diff MLP GFP+ MAC1+ %,0.4,0.4,0.1,0.9,0.2,1.8,2.5,0.3,1.2,0.7
XIAP displacement,/,-4.1%,-9.6%,-4.1%,0.4%,-3.6%,2.0%,-5.0%,-6.7%,-3.6%
human PMI inhibition,/,13%,-2%,7%,-5%,7%,-9%,1%,-9%,4%
P. falciparum M1AAP,-2%,-4%,-10%,-9%,-5%,14%,1%,14%,11%,-9%
LYP inhibition,-4%,-4%,-5%,-5%,0%,0%,-6%,-2%,-2%,6%

Compounds above with an NH in an aromatic ring (two):
4: COc1ccc(-c2[nH]c(-c3cccc(OC)c3)nc2SCC(=O)NCc2ccco2)cc1
11: COc1ccc(CCN(Cc2cc3ccc(C)cc3[nH]c2=O)C(C)=O)cc1OC
Screen / compound no.,4,11
M17LAP inhibition,4%,6%
PMI inhibition,8%,/
TNAP activators,1.2,/
CSM14.1 death rescue,/,/
Myeloid diff MLP,i,i
Myeloid diff MLP GFP+ MAC1+ %,2.4,0.4
XIAP displacement,-5.8%,/
human PMI inhibition,12%,/
P. falciparum M1AAP,25%*,-2%
LYP inhibition,-1%,-4%

More records.
21: NS(=O)(=O)c1ccc(NC(=O)CSc2nc3ccccc3[nH]2)cc1
22: Cc1ccc2nc(NS(C)(=O)=O)sc2c1
23: Cc1ccccc1Nc1nc(N)nc(COC(=O)c2ccc(S(=O)(=O)N(C)C)cc2)n1
24: O=c1c(C/C=C/c2ccccc2)c(O)ccn1Cc1ccc(Cl)cc1Cl
25: CCOC(=O)C(C)Sc1nc2c(c(=O)[nH]c(=O)n2C)n1Cc1ccc(Cl)cc1 (stereo not drawn)
26: O=C(O)CCNC(=O)C12CC3CC(CC(C3)C1)C2
27: O=C(CC1Oc2ccccc2NC1=O)NCCCN1CCN(Cc2ccccc2)CC1 (stereo not drawn)
28: Cc1cccc(-c2nc3sc(C)cc3c(=O)o2)c1
29: O=C(NCCc1ccccc1)Nc1cccc(Cl)c1
30: CCN(CC)C(=O)C1=C(C)NC(=O)NC1c1ccccc1F (stereo not drawn)
Screen / compound no.,21,22,23,24,25,26,27,28,29,30
M17LAP inhibition,14%,2%,0%,-1%,1%,-2%,3%,3%,-3%,1%
PMI inhibition,2%,-3%,4%,15%,5%,7%,-3%,-1%,-1%,1%
TNAP activators,1,1.1,1.1,1.1,1.1,1.1,1.1,1.1,1.2,1.1
CSM14.1 death rescue,0.3%,-1.5%,-1.5%,-1.9%,-0.4%,-1.4%,-1.0%,-0.2%,0.4%,-1.3%
Myeloid diff MLP,i,i,i,i,i,i,i,i,i,/
Myeloid diff MLP GFP+ MAC1+ %,0.6,0.7,0.5,0.5,2.8,0.1,2.0,0.3,0.7,/
XIAP displacement,-7.1%,-2.0%,-7.4%,-2.6%,-1.0%,-10%,-0.9%,-2.3%,-1.9%,-1.2%
human PMI inhibition,-3%,-11%,18%,14%,3%,1%,2%,7%,10%,10%
P. falciparum M1AAP,7%,3%,-2%,11%,6%,-3%,2%,-2%,6%,4%
LYP inhibition,-6%,1%,2%,-1%,-5%,1%,-5%,-5%,2%,-1%

31: Cc1ccc(S(=O)(=O)C(C#N)c2nc3ccccc3nc2N2CCC(C)CC2)cc1 (stereo not drawn)
32: CCOC(=O)C1=C(C)NC(=O)NC1c1ccc2c(c1)OCO2 (stereo not drawn)
33: COc1ccc2c(C)cc(SCn3nnc4ccccc4c3=O)nc2c1
34: O=C(Nc1ccccc1)c1ccccc1OCc1cccc([N+](=O)[O-])c1
35: c1ccc(CNc2ncnc3sc4c(c23)CCCC4)nc1
36: Cc1ccnc(N/C=C(/NC(=O)c2ccccc2)C(=O)NN)n1
37: Cc1onc(-c2c(Cl)cccc2Cl)c1C(=O)c1c[nH]c(C(=O)NCC2CCCO2)c1 (stereo not drawn)
38: Cc1cc(C)c2c(=O)[nH]c(SCc3ccccc3C)nc2n1
39: CCCCOC(=O)/C=C/c1c(C)[nH]c(=O)[nH]c1=O
40: CCOC(=O)c1c2ccc(OCC(=O)N/N=C/c3ccc(Cl)cc3)cc2n2ccccc12
Screen / compound no.,31,32,33,34,35,36,37,38,39,40
M17LAP inhibition,-6%,14%,-2%,-6%,14%,10%,2%,-3%,-3%,-4%
PMI inhibition,-17%,-19%,2%,0%,3%,-6%,-10%,17%,-5%,49%
TNAP activators,1,1.1,1,0.9,1,1,1,1.1,1,1
CSM14.1 death rescue,-2.0%,/,3.2%,-1.9%,-0.5%,-1.2%,/,-2.1%,-2.3%,-0.9%
Myeloid diff MLP,i,i,i,i,i,i,i,i,i,/
Myeloid diff MLP GFP+ MAC1+ %,1.1,1.6,0.4,0.5,0.4,0.6,0.7,0.2,0.4,/
XIAP displacement,-5.1%,-6.3%,-2.9%,-4.4%,-5.9%,-8.4%,-5.8%,-6.7%,-7.6%,-1.9%
human PMI inhibition,3%,-5%,7%,13%,4%,-8%,-14%,9%,-8%,33%
P. falciparum M1AAP,11%,-1%,0%,-4%,3%,6%,16%,-2%,-1%,0%
LYP inhibition,-3%,2%,-1%,-6%,0%,4%,-7%,-3%,-9%,-1%

41: CCOc1ccc(-n2cc(C(=O)NCc3ccco3)c3cc(OC)c(OC)cc3c2=O)cc1
42: CCN(CC)C(=O)COc1ccc(Br)cc1Cl
43: CCOC(=O)C(NC(=O)NCc1ccccc1OC)(OCC)C(F)(F)F (stereo not drawn)
44: Cc1cc(Cl)ccc1OCCCC(=O)OCC(=O)c1c(N)n(C)c(=O)n(C)c1=O
45: CC(C)CC(=O)NC(NC(=S)Nc1sc2c(c1C#N)CCCC2)C(Cl)(Cl)Cl (stereo not drawn)
46: CC(=O)Nc1ccc(C(=O)OCC(=O)Nc2ccccc2F)cc1
47: COC(=O)c1cn(CC(=O)NCc2cccs2)c2ccccc12
48: O=C(Cn1ccc(C(F)(F)F)n1)Nc1cccc(S(=O)(=O)N2CCCCC2)c1
49: COCCCN1CN(S(=O)(=O)c2cccs2)c2nc3ccccc3nc21
50: COc1cccc(-n2nnc3c(=O)n(CC(=O)Nc4ccc(C)cc4)cnc32)c1
51: COc1ccc(NC(=O)CSc2nnc(C)n2Cc2ccccc2)cc1
Screen / compound no.,41,42,43,44,45,46,47,48,49,50,51
M17LAP inhibition,4%,6%,-4%,4%,11%,24%,6%,-6%,8%,1%,12%
PMI inhibition,-1%,4%,-14%,/,24%,-8%,-1%,-5%,/,-4%,-2%
TNAP activators,1.1,1.1,1,/,0.9,1.1,1,1.1,/,1.1,1
CSM14.1 death rescue,-2.0%,-0.2%,1.8%,/,-1.2%,-1.2%,-1.3%,-0.9%,/,0.9%,0.1%
Myeloid diff MLP,i,i,i,i,i,i,i,i,i,i,i
Myeloid diff MLP GFP+ MAC1+ %,0.4,1.2,0.4,0.1,1.1,0.4,0.2,0.4,0.8,0.0,0.4
XIAP displacement,-2.6%,-1.6%,-5.2%,/,-5.8%,-8.4%,-8.4%,-3.1%,/,-8.5%,-7.6%
human PMI inhibition,-1%,9%,-11%,/,34%,-12%,2%,-2%,/,-7%,1%
P. falciparum M1AAP,0%,-2%,6%,8%,10%,6%,0%,8%,16%,2%,1%
LYP inhibition,-11%,-5%,-4%,2%,6%,0%,3%,-2%,-3%,-8%,-2%
